Bioassay records from PubChem BioAssay.
KDM5B inh: blocks human KDM5B histone demethylase activity. KDM5B demethylase, FDH-coupled NADH fluorescence (FDH is formaldehyde dehydrogenase). Potency, µM (highest dose often 57.7 µM), for the others: at the highest dose activity change, negative = inhibition, usual class: inhibitors. hit rate 2.6% among 220,000. AID 1347165; active means well fitted inhibition curve with a large enough effect; inconclusive means small, poorly fitted or top-dose-only effect; inactive means no such curve, though single readings can be large or run the other way; further: 0% is about no effect; nearly all actives have a fitted effect of over 70% in size
Target sequence (Q9UGL1 whole entry, looked up): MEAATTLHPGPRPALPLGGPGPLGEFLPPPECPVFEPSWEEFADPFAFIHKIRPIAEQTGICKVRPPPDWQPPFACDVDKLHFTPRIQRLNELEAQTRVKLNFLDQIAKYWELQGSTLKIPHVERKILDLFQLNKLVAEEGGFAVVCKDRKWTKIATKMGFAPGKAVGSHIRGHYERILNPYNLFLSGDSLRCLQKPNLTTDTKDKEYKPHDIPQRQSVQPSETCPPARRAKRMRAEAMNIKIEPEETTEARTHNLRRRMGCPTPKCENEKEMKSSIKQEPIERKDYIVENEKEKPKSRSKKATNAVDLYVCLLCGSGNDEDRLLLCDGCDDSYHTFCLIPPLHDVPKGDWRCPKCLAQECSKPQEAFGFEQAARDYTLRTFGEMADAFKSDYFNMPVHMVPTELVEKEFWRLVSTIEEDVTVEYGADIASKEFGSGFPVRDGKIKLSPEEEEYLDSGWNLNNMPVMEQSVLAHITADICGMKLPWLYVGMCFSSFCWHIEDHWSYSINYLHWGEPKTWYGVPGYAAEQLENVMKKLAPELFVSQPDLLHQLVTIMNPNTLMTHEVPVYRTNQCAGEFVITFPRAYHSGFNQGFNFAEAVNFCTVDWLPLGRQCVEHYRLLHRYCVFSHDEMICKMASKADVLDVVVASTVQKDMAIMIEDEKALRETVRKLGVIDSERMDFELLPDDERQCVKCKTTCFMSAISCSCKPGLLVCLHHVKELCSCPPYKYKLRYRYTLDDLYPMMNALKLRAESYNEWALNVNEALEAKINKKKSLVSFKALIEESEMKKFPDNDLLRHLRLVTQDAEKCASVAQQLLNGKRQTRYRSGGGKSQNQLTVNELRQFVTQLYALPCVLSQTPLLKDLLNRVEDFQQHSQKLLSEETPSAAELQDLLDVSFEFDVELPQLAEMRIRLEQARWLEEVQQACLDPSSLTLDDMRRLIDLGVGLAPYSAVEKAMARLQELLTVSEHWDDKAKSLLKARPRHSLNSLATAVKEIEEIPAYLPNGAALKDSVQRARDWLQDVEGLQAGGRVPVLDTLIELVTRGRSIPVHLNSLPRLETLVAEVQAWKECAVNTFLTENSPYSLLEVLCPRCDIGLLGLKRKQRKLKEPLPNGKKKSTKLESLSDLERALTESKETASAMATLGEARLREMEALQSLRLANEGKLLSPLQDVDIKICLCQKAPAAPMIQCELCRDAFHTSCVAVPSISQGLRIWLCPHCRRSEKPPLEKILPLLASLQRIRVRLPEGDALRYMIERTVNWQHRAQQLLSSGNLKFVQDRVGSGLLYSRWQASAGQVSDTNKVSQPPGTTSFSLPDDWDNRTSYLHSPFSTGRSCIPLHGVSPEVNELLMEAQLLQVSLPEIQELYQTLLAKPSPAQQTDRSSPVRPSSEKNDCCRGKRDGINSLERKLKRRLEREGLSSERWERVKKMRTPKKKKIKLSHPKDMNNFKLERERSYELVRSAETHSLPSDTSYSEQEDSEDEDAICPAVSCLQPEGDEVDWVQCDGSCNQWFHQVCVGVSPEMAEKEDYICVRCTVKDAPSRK
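Compound dilutions met 200 nM (final) KDM5BΔAP for 10 min at room temperature before substrate addition. The substrate mix held 12.5 µM H3K4me3 with cofactors 25 µM α-ketoglutarate and 50 µM Fe²⁺. NADH signal gain over 30 min defined activity.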
An asterisk follows results filed as active; i = inactive; ? = inconclusive; [ ] = another dose, or the depositor's remark. Potency means the concentration at half of the fitted maximal effect. Some of the compounds tested. The share of hits here may be higher or lower than overall.

SMILES	KDM5B inh
COc1ccc(OC)c(CCNC(=O)c2cc3c(-c4ccccc4F)nn(C)c3s2)c1	?
CNS(=O)(=O)c1cn(CC(=O)Nc2ccc(C)c(N(C)C)c2)cc1S(=O)(=O)NC	-6%
CCOC(=O)c1cc(-c2ccccc2)n(CCC(=O)Nc2ccccc2CC)c1C	-29%
COc1ccccc1N1CCN(S(=O)(=O)c2c(C)sc3ncn(CC(=O)Nc4ccc(C(C)C)cc4)c(=O)c23)CC1	-15%
CCOC(=O)N1CCC(Nc2c([N+](=O)[O-])cc(C(=O)O)cc2[N+](=O)[O-])CC1	?
CC(=O)Nc1cccc(C(=O)NC2(c3ccc(F)cc3)CCC2)c1	6%
O=C1NCCOCCN(S(=O)(=O)c2cccc3cccnc23)[C@@H]2CCCC[C@H]12	-28%
Cc1occc1-c1nc2ncccc2[nH]1	32µM*
O=C(Cc1ccc2c(c1)CCC2)OCc1ccc([N+](=O)[O-])cc1	-8%
CCOc1ccc(C2CCCN2C(=O)Cn2cccnc2=O)cc1 (stereo unspecified)	13%
COC(=O)c1cc2oc(C)cc2n1CC(=O)Nc1ccc(C(C)C)cc1	?
CCCCN(CC)CCCNC(=O)c1cn(CC(C)C)c(=O)c2c1c1ccccc1n2C	?
CC(C)Cc1nnc(NC(=O)c2nn(Cc3ccccc3)c(=O)c3ccccc23)s1	-3%
O=C(/C=C/c1cccs1)c1ccc(O)cc1	-8%
Cc1ccc2oc(-c3ccc(NC(=O)c4ccc(C)c([N+](=O)[O-])c4)cc3)nc2c1	0%
CN1[C@@H](CCC(=O)NCc2cccs2)CNC(=O)[C@@H]2[C@H]1CCN2Cc1nc2ccccc2n1C	-25%
O=C(c1ccccc1Br)N1CCN(c2cc(-c3ccc(Cl)cc3)[nH]n2)CC1	-3%
CCc1cc(=O)oc2cc(C)cc(OCC(=O)NC3CC(C)(C)NC(C)(C)C3)c12	?
Cc1cc(N2CCC3(CC2)NC(=O)CC3C(=O)O)nc(N)n1 (stereo unspecified)	21%
O=C(N/N=C/c1cccc(C(F)(F)F)c1)c1cccs1	-12%
CC(=O)Nc1ccc(NC(=O)COc2ccc(S(=O)(=O)N3CCCC3)cc2)cc1	4%
O=C(NCCSc1ccccc1)[C@H]1CNC[C@@H](C(=O)N2CCOCC2)C1	0%
COc1ccc(Cl)cc1NC(=O)CCCS(=O)(=O)c1nc(-c2ccc(OC)c(OC)c2)cc(C(F)(F)F)n1	?
CC(C)(C)c1cnc([C@@H]2COCCN2CC2CC2)[nH]1	-4%[115 µM]
CC(=O)Nc1ccc(NC(=O)NC(C)C(C)C)cc1 (stereo unspecified)	5%
CC(O)c1cc2n(n1)CCN(C(=O)Cc1cc3c(cc1Cl)OCCO3)C2 (stereo unspecified)	-4%
NC(=O)CCN(C(=O)c1ccc(C(F)(F)F)cc1)c1ccccc1	15%
Cc1cc(SCC(=O)Nc2ccc(F)cc2)nc2ccccc12	22%
COCc1cc(=O)n(CC(=O)Nc2cc(C(F)(F)F)ccc2Cl)c(N2CCOCC2)n1	?
COCc1cc(CC2(NCc3ccc(N(C)C)cc3)COC2)no1	?
CN(CC(=O)Nc1ccc(F)cc1F)S(=O)(=O)c1cccc2nsnc12	-13%
CN1CCc2nc3sc(C(=O)Nc4ccccc4OC(F)(F)F)c(N)c3cc2C1	14%
CCCC(=O)Nc1cc(S(=O)(=O)N2CCCCC2)ccc1N1CCOCC1	-18%
CN(CCC(=O)c1cccs1)CCC(=O)c1cccs1	10%
CCc1nc(NCCOC)c(C#N)c2c1CCCC2	?
COCC1CCN(C(=O)c2cc(COc3ccccc3SC)on2)C1 (stereo unspecified)	-13%
COc1ccc(CCNC(=O)c2ccc3c(c2)nc(C)n3-c2ccc(Br)cc2)cc1OC	-13%
O=C(COc1ccc2c(=O)c(-c3ccccc3)coc2c1)Nc1cccc(Cl)c1	15%
Cc1ccc(F)cc1NC(=O)c1nn(Cc2ccccc2)c(=O)c2ccccc12	?
CC(C(=O)Nc1ccc(F)cc1)n1nnc2sc(-c3ccccc3)cc2c1=O (stereo unspecified)	-24%
CCc1ccc(C(O)(C(C)C)C(CN2CCOCC2)c2ccccc2)cc1 (stereo unspecified)	?
O=C(O)C[C@@H]1CCN(C(=O)NC2CCCCC2)C[C@@H]1CCN1CCOCC1	5%[86.2 µM]
C=CCn1cc(Cl)cc(C(=O)Nc2ccccc2)c1=O	-7%
C=CCNCc1ccc(CC)cc1	24%
CCC1(C(=O)NCCCN2CCCC2=O)CCCCC(=O)N1 (stereo unspecified)	2%
O=C(NCc1ccncc1)c1ccc2c(c1)n(Cc1ccc(F)cc1)c(=O)c1ccnn12	?
NC(=O)CN1C(=O)CO[C@H]2CN(Cc3ccc(Cl)cc3)C[C@H]21	-21%[86.2 µM]
CCOc1ccc(NC(=O)N2CCCC(Cn3cnc4cccnc43)C2)cc1 (stereo unspecified)	13%

Of the compounds above, these contain a furan ring, fused or not.
SMILES	KDM5B inh
Cc1occc1-c1nc2ncccc2[nH]1	32µM*
COC(=O)c1cc2oc(C)cc2n1CC(=O)Nc1ccc(C(C)C)cc1	?

Remaining list, next part.
SMILES	KDM5B inh
COc1cc(CN(C(=O)c2cccc(NC(C)=O)c2)C2CC2)ccc1OC(F)F	1%
CCOc1ccccc1C1C(C#N)=C(N)OC2=C1S(=O)(=O)N(CC)c1ccccc12 (stereo unspecified)	16%
O=C(COc1ccccc1Cl)Nc1ccc(-c2nc3ccccc3o2)cc1	-12%
Cc1ncsc1C(=O)N1CCC2(CC1)OC(=O)N(Cc1ncccn1)C2(C)c1ccccc1 (stereo unspecified)	9%
COc1ccc(CCNC(=O)COC(=O)c2cccnc2Nc2cccc(C(F)(F)F)c2)cc1	-6%
CN(C)c1ccc(NC(=O)Cn2nnc3sc4c(c3c2=O)CCC(C(C)(C)C)C4)cc1 (stereo unspecified)	-22%
CC(C)CNS(=O)(=O)c1ccc(N2CCCCS2(=O)=O)cc1	-21%
COc1ccc(NC(=O)c2c(NCc3ccc(C)o3)sc3c2CCC(C)C3)c(OC)c1 (stereo unspecified)	?
Brc1ccc(C2=CC(c3ccco3)n3nnnc3N2)cc1 (stereo unspecified)	-8%
CCn1nccc1C(=O)N1CCC(N2C(=O)[C@H](OCCOC)[C@@H]2c2ccncc2)CC1	19%
Cc1ccc2[nH]cc(CCNC(=O)c3cc(F)ccc3F)c2c1	-6%
O=C(NC1CCN(c2cc(-c3ccccc3)[nH]n2)CC1)c1cc(F)ccc1Cl	-29%
CCN(C(=O)c1ccc(-n2ccnc2-c2nc[nH]c2C)cc1)c1ccccc1	14%
CCc1ccc2oc(=O)cc(CN3CCN(C)CC3)c2c1	9%
CNC(=O)[C@@H]1C[C@H](Oc2cccnc2)CN1C(=O)c1ccc(Cn2nc(C)cc2C)o1	-6%
Cc1ccc(/C=C/c2onc(C)c2S(=O)(=O)N2CCC(C(=O)Nc3ccccc3C(F)(F)F)CC2)cc1	-5%
COc1cccc(Nc2ccc3c(n2)C(C)(C(=O)NCCc2ccccn2)CN(C)C3)c1 (stereo unspecified)	?
Cc1ccc(C(O)c2cc3c(cc2NC(=O)c2ccc(F)cc2)OCCO3)cc1 (stereo unspecified)	-9%
Cn1c(=O)c2c(nc(N3CCN(c4ccccn4)CC3)n2Cc2ccccc2F)n(C)c1=O	19%
COP(=O)(OC)c1nc(-c2cccc([N+](=O)[O-])c2)oc1NCc1ccccc1	13%
c1ccc2cc(-c3nc(C4CCOC4)no3)ncc2c1 (stereo unspecified)	?
COc1ccccc1NC(=O)c1sc2nc(N3CCOCC3)c3c(c2c1N)CCCC3	i
COCC(=O)Nc1ccc2c(c1)CN(Cc1ccccc1F)C(=O)C(C)O2 (stereo unspecified)	-4%
CC(C)Nc1cc(C(C)(C)C)nc2c(-c3ccccc3)cnn12	?
CCCCOc1ccc(C2=NC(c3ccccc3)=Nc3ccc(OC)cc3N2)cc1	-23%
COc1cc2c(cc1OC)C(c1cc(Br)ccc1O)N(C(C)=O)CC2 (stereo unspecified)	-3%
CC(NCc1ccc(-c2ccc(F)cc2)o1)c1ccccc1 (stereo unspecified)	-15%
COc1cccc(NC(=O)Cn2c(=O)n(Cc3ccc4c(c3)OCO4)c(=O)c3oc4ccccc4c32)c1	?
COc1ccc(CN2Cc3[nH]nc(-c4cccnc4OC)c3CC2=O)cc1	-21%[86.2 µM]
COCCN1C(=O)c2ccccc2N2C(=O)CCC12C(=O)OCc1cc(=O)oc2cc(C)ccc12 (stereo unspecified)	3%
Cc1ccccc1-c1cc(C(=O)NCc2cnn(C)c2)c2c(c1)N(C)CCO2	32µM*
CCCOc1cccc(C(=O)Nc2ccc(-c3cc4ccccc4oc3=O)c(C)c2)c1	?
CCCn1nnc(NC(=S)NC(=O)/C=C/c2ccco2)n1	-26%
COCCCNC(=O)c1cn(-c2cccc(OC)c2)c(=O)c2ccccc12	9%
Cc1ccc(OC(C)C(=O)N2CCN(CCc3ccccn3)CC2)cc1C (stereo unspecified)	11%[11.5 µM]
CC1CCN(C(=O)Cn2c(=O)n(-c3ccc(Cl)cc3)c(=O)c3c4c(sc32)CCC4)CC1	2%
CCOc1ccc(CCNC(=O)c2noc(C)c2Cn2nc(C)cc2C)cc1	21%
O=C(Cc1c[nH]c2ncc(-c3cccc(OC(F)(F)F)c3)cc12)NCc1cccnc1	28µM*
Cc1onc(-c2c(Cl)cccc2Cl)c1C(=O)N1CCSCC1	14%
CC(C)(C)NS(=O)(=O)c1ccc(NC(=O)COc2ccc(Br)cc2)cc1	-10%
Cc1ccc(-c2cn3c(n2)CO[C@@H](CNC(=O)c2ccccc2)C3)cc1	32µM*
Fc1ccccc1CNC1(Cc2cc(COc3ccccc3)on2)COC1	7%[86.2 µM]
CCc1cc(=O)n(CC(=O)Nc2cccc(OC)c2)c(-c2ccccc2)n1	1%
CCOc1cc(C(=O)Nc2ccc(-c3nc4ccccc4s3)cc2Cl)cc(OCC)c1OCC	?
COc1ccccc1CNC(=O)Cn1cc(Br)ccc1=O	2%
O=C(CCCc1ccccc1)NCC(=O)N1CCCCCCNC(=O)CC1c1ccccc1 (stereo unspecified)	14%
CN(C)CCOC1c2ccccc2C=Cc2ccccc21	0%
CN(C(=O)C12CC3CC(CC(Cl)(C3)C1)C2)C1CCCCC1	0%

2 neighbouring compounds out of the list so far, for reference:
SMILES	KDM5B inh
O=C(CCCc1ccccc1)NCC(=O)N1CCCCCCNC(=O)CC1c1ccccc1 (stereo unspecified)	14%
CN(C)CCOC1c2ccccc2C=Cc2ccccc21	0%

(listing goes on)
SMILES	KDM5B inh
COCCc1noc(CNC(=O)c2ccc(-c3ccccc3Cl)o2)n1	?
O=C(NCC(c1ccccc1)c1c[nH]c2ccccc12)c1ccncc1 (stereo unspecified)	13%
CCc1ccc(-n2nc(C)c3c(C(=O)Nc4ccc(Cl)cc4)cc(C)nc32)cc1	9%
Cc1cccc(NC(=O)N2C[C@@H](Oc3cccnc3)C[C@@H]2C(=O)N2CCOCC2)c1	-7%
O=C(NCC(=O)N1CCN(CCOc2ccccc2)CC1)c1ccc(N2CCCC2=O)cc1	-6%
Cc1ccc(Cn2c(=O)n(Cc3ccco3)c(=O)c3oc4ccccc4c32)cc1	1%
CCc1ccc(-n2nc(C)c3c(C)cc(=O)n(CC(=O)N4CCCc5ccccc54)c32)cc1	3%
O=C(O)C[C@@H]1CCN(C(=O)C2CCCCC2)C[C@@H]1CCN1CCC(C(=O)O)CC1	2%[86.2 µM]

Among those listed so far, 2 have a cyano group.
SMILES	KDM5B inh
CCc1nc(NCCOC)c(C#N)c2c1CCCC2	?
CCOc1ccccc1C1C(C#N)=C(N)OC2=C1S(=O)(=O)N(CC)c1ccccc12 (stereo unspecified)	16%

(cont.)
SMILES	KDM5B inh
Cc1cc(C(=O)N/N=C/c2ccsc2)cs1	20%
CC(C)Cc1nc(NCC2CCCO2)c(C#N)c2c1CCCC2 (stereo unspecified)	?
C[S+](=O)([O-])c1ccc(-c2nc(C(=O)NCc3ccc(F)cc3)n3ccncc23)cc1	273%[115 µM]
Cc1ccc(S(=O)(=O)c2nc(S(=O)(=O)c3ccccc3)sc2NCCCOC(C)C)cc1	-17%
O=[S+]1([O-])NCC2(CCN(CC3CCCCC3)CC2)Oc2ncccc21	?
CCCCn1c(CNC(=O)c2ccc(OC)cc2)nnc1SCC(=O)Nc1ccc(OC)cc1	-1%
COc1cccc(-c2nnc(SCC(=O)N(C3CCCCC3)C3CCS(=O)(=O)C3)n2C)c1 (stereo unspecified)	-9%
CCc1cccc(CC)c1NC(=O)CSc1nc2ccccc2o1	-7%
CSc1ncc(C(=O)NCc2ccccc2)c(-c2ccccc2)n1	-17%
COc1ccccc1N1CCCc2ncc(C(=O)N3CC[S+](=O)([O-])CC3)cc21	6%[86.2 µM]
N#C/C(=C/c1cccc(O)c1)c1nc2ccccc2o1	?
CCCCN(CCCNC(=O)c1cc(Nc2ccc(OC)c(OC)c2)nc2ccccc12)Cc1ccccc1	?
COc1ccc(-c2nc(C#N)c(N3CCN(Cc4ccccc4)CC3)o2)cc1OC	?
CN(CC1CCOCC1)C(=O)Nc1ccccc1Br	4%
Cc1coc2cc3o/c(=N/O)c(Cc4ccccc4)c(C)c3cc12	15%
